Screening results deposited in PubChem by National Center for Advancing Translational Sciences (NCATS).
HCMV antiviral: blocks human cytomegalovirus replication | HFF cells, HCMV-luciferase reporter, 72 h; stronger effect = lower value | activity change, negative = inhibition, % at 57.5 µM | 410,000 compounds, 4.5% hits; in the data active means activity change below about -60%; inconclusive means no clear call, values can overlap the other calls; inactive means above about -39%
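Two compound doses tested in HFFs infected with HCMV-luciferase, MOI 1 PFU/cell, 72 h at 37C. Lysate luminescence read with OneGlo; data normalized against buffer-only and 10uM Salinomycin inhibitor controls.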
HCV inhibitor: blocks hepatitis C virus; AID 651820; Potency, µM (doses to about 41.8 µM), for inactives: at the highest dose activity change, negative = inhibition, usual class: inhibitors; Huh7.5.1 HCVcc-Cre infection, luciferase reporter, 44 h; 340,000 compounds, 3.4% hits; further: potency means the concentration at half of the fitted maximal effect
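Reporter virus HCVcc-Cre (~0.5 moi) infects cells exposed to compound; seeding density 1,000 cells/well with 4 h settling beforehand. Luminescence, 15 sec read, taken 44 h post-infection following a 15 min RT substrate incubation.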
Sm TGR inh: inhibitors of Schistosoma mansoni thioredoxin glutathione reductase; Q962Y6; purified TGR, DTNB reduction, TNB absorbance 405 nm; Potency, µM (top dose mostly 114 µM), for inactives: at the top dose activity change, negative = inhibition, hits mostly inhibitors; 360,000 compounds, 3% hits; AID 485364; further: potency means the concentration at half of the fitted maximal effect; nearly all actives have a fitted effect of over 60% in size
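TGR 20 nM + NADPH 100 uM (dispensed conc.), cpd preinc 15 min RT; start with NADPH (500 uM addition) then DTNB (15 mM addition). Kinetic TNB absorbance, 405 nm filter. Four-parameter Hill fit across titration.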
FBPA Giardia inh: blocks Giardia fructose-bisphosphate aldolase activity. Potency, µM (highest dose often 59.6 µM), inactives show top-dose activity, negative = inhibition, most hits filed as inhibitors. purified Giardia FBPA. 290,000 compounds, 0.71% hits. A8B2U2; further: potency means the concentration at half of the fitted maximal effect; nearly all actives have a fitted effect of over 55% in size
Target sequence (A8B2U2 whole entry, looked up): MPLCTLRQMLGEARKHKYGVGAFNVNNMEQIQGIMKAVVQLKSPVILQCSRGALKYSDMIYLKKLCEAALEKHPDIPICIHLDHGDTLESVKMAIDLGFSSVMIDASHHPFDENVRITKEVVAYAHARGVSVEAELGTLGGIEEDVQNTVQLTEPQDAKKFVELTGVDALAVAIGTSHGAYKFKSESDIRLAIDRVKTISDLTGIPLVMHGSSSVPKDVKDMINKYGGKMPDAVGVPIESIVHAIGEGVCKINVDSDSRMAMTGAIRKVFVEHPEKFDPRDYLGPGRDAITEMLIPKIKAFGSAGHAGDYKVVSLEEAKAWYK
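40 nM FBPA preincubated 10 min at RT with compound (up to 57.5 uM final), then substrate plus GAPDH/TPI/NAD/arsenate coupling and diaphorase/resazurin added. Fluorescence read after 20 min at RT, 525/598 nm.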
AMA1 RON2 block: inhibitors of Plasmodium falciparum AMA1-RON2 interaction; 360,000 compounds, 0.2% hits; Potency, µM (titrated, usually from 58.2 µM), for inactives: at the highest dose activity change, negative = inhibition, most hits filed as inhibitors; AID 720542; AlphaScreen AMA1-biotinylated RON2 peptide binding;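 further: potency means the concentration at half of the fitted maximal effect; 0% = vehicle wells and -100% = peptide control; nearly all actives have a fitted effect of over 45% in size; some results filed as inactive show a strong effect at the top dose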
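AMA1 (3D7) with his tag at 25 nM final met compounds first, then biotinylated RON2 peptide at 25 nM; detection used donor plus acceptor beads, 10 µg/mL apiece, read by AlphaScreen after 30 min at room temperature.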
AmpC inh detg: AmpC beta-lactamase inhibition with detergent present. P00811. 370,000 compounds, 0.041% hits. Potency, µM (series often up to 114 µM), without a hit: at the highest dose activity change, negative = inhibition, usual class: inhibitors. AmpC hydrolysis of nitrocefin, absorbance 480 nm, 0.01% Triton;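 further: potency means the concentration at half of the fitted maximal effect; 0% = no-compound wells and -100% = no-enzyme wells; nearly all actives have a fitted effect of over 25% in size; some results filed as inactive show a strong effect at the top dose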
Target sequence (P00811 whole entry, looked up): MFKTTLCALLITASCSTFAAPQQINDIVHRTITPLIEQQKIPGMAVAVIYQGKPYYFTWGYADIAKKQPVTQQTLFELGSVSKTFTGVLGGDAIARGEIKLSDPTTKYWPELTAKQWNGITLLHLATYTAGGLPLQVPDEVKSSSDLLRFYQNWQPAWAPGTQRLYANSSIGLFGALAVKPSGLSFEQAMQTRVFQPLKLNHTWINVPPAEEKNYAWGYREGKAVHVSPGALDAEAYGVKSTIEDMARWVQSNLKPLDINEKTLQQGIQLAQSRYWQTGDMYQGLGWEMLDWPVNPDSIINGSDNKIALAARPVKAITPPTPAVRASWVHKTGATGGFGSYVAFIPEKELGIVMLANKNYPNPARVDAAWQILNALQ
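20 mM phosphate pH 7.0 + 0.01% (detergent screen) or 0.0001% Triton X-100; 5.3 nM AmpC reagent; cpd preinc 15 min RT; nitrocefin (800 uM stock) to start; A480 q20 s × 4 min; Activity was normalised to no-enzyme and no-compound control wells.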
An asterisk follows results filed as active; ? = inconclusive; . = not tested or not shown; & = joins results of further samples; [ ] = dose if it differs, or a comment. Unless noted, the call rests on the fitted dose curve; in most records, active means well fitted curve in the direction sought with a large enough effect; inconclusive means small, poorly fitted or top-dose-only effect, or another doubt; inactive means no such curve, though single readings can be large; an effect the other way counts as inactive or inconclusive. Unless noted, on the % scale 0 is the no-effect control and ±100 the full control effect. The order is random; any-hit rate near 9.3%.

| Structure | HCV inhibitor | Sm TGR inh | AMA1 RON2 block | FBPA Giardia inh | HCMV antiviral | AmpC inh detg |
| --- | --- | --- | --- | --- | --- | --- |
| CCC(=O)Nc1ccc(N2CCN(S(C)(=O)=O)CC2)cc1 | 36.7%[activator] | -2.9% | -4.3% | -0.3% | 22.1 | -9.4% |
| CCN(CC(=O)N1CCOCC1)S(=O)(=O)c1cc(Cl)ccc1Cl | 18.8% | 1.0% | -8.6% | 10.6% | -7.1 | -3.3% |
| COc1ccc2nc(SCC(=O)N3CCNC3=O)[nH]c2c1 | -8.6% | 3.9% | -4.4% | 1.1% | 43.1 | 0.5% |
| O=C1/C(=C/c2ccc(Cl)cc2)NC(=S)N1Cc1cccnc1 | -19.6% | ? | 6.7% | 0.9% | ? | 2.3% |
| O=C(Cn1nnc2ccccc21)OCC(=O)c1ccc(Cl)c(Cl)c1 | -7.0% | -2.9% | 6.6% | 0.1% | -6.8 | -14.3% |
| O=C(CSc1nnc(-c2cccnc2)n1Cc1ccco1)NCc1ccc2c(c1)OCO2 | 0.2% | 44.7µM* | -10.1% | -1.9% | -30.1 | -16.3% |
| COc1cc(/C=C2/SC(=S)N(CCC(=O)Nc3ccc(C(=O)O)cc3)C2=O)cc(OC)c1OC | 6.2% | 0.0% | 14.8% | . | 1.4 | -5.0% |
| O=C1CC[C@H](N2C(=O)c3ccccc3C2=O)C(=O)N1 | 21.7% | 4.5% | -17.9% | 7.6% | -8.1 | ? |
| CCCc1cc(C(=O)Nc2sc(C)c(C)c2C(=O)OCC)no1 | ? | 1.4% | 25.0% | 2.7% | -16.7 | ? |
| CCOC(=O)c1ccccc1NC(=O)CN1C(=O)c2ccccc2S1(=O)=O | -5.4% | 0.8% | -3.3% | 4.3% | 8.2 | ? |
| CSc1ccc(/C=C2/C(=N)N3N=C(CC(=O)N4CCCC4)SC3=NC2=O)cc1 | 3.3% | -3.0% | 74.7%[activator] | . | ? | -5.4% |
| COCCn1c(C)cc(C(=O)COC(=O)c2ccc(Br)o2)c1C | ? | -16.4% | -20.0% | 1.0% | -22.7 | 2.3% |
| Cc1c(CC(C)C)nc(N)c(C#N)c1-c1ccccc1 | -12.2% | -25.9% | -7.6% | 4.3% | 10.2 | -10.8% |
| CSc1ccccc1NS(=O)(=O)c1ccc2c(c1)OCCO2 | -10.1% | -4.0% | 4.9% | 0.7% | 26.0 | 2.3% |
| CCOc1ccc(S(=O)(=O)N/N=C(\C)c2ccc3c(c2)OCO3)cc1 | -11.3% | 0.0% | -6.4% | -3.7% | 6.7 | ? |
| O=C1C=C(c2ccc(-c3ccccc3)cc2)C[C@@H](c2ccc3c(c2)OCO3)C1 | 12.7% | ? | -3.0% | . | 1.8 | 1.0% |
| O=C(/C(=C/c1ccccc1)c1ccccc1)N1CCCCC1 | -5.8% | -12.8% | -2.2% | 7.1% | -32.7 | -14.3% |
| O=C(Nc1cc(-c2ccccc2F)nn1-c1ccccc1)c1ccccc1Br | . | 2.5% | . | . | 17.6 | -0.3% |
| COc1ccc(N2CCN(c3ncccn3)CC2)cc1 | 0.0% | -5.9% | 11.4% | -2.3% | 79.2 | -0.1% |
| O=C(CCOc1ccccc1)N(Cc1cccnc1)c1nc2ccc(F)cc2s1 | . | 3.98µM* | . | . | 13.7 | 2.8% |
| Cc1ccc2nc(NC(=O)CSc3ncc(C(=O)Nc4ccc(F)cc4)c(=O)n3C)sc2c1 | . | 1.5% | . | . | 20.2 | 2.5% |
| Cc1cc(C)cc(C(=O)Nc2cccc(-c3nc4ncccc4o3)c2C)c1 | . | 9.6% | . | . | -6.4 | 18.8% |
| COc1ccccc1NS(=O)(=O)c1ccc(Cl)c(NC(=S)NC(=O)C2CCCC2)c1 | ? | -12.8% | -12.8%[11.6 µM] | -11.9% | -26.3 | ? |
| O=C(NCCc1ccccc1)C(=O)NCC1OCCN1S(=O)(=O)c1ccc2c(c1)OCCO2 (stereo not given) | ? | -12.3% | -4.8% | . | ? | -7.1% |
| CC(Sc1ccc(Cl)cc1)C(=O)Nc1ccccc1-c1ccccc1 (stereo not given) | ? | -5.5% | -1.5%[11.6 µM] | -6.7% | -38.8 | ? |
| Cc1cc(NC(=O)c2cccc(F)c2)no1 | -3.8% | ? | 8.0% | -0.9% | -8.0 | 1.2% |
| O=C1COc2ccc(N3C(=O)c4ccccc4C3=O)cc2N1 | . | 7.9% | . | 3.2% | . | 4.0% |
| COc1cc(C)c(C(=O)Oc2cc(C)c(C(=O)O)c(O)c2)c(O)c1 | 0.794µM* | -0.4% | -1.3% | 11.2% | 38.8 | 3.7% |
| CCC(C)C(=O)Nn1c(C2CC2)nc2cc(OC)c(OC)cc2c1=O (stereo not given) | -25.5% | -14.8% | -3.2% | 4.6% | 101.4 | -7.5% |
| Cc1nc(N2CCN(Cc3nc4ccccc4[nH]3)CC2)c2oc3ccccc3c2n1 | ? | 2.3% | 41.2%[activator] | 26.4% | -12.6 | -0.4% |
| Nc1nc(NC(=O)/C=C\C(=O)O)nn1-c1ccccc1 | 10.2% | -0.5% | -14.2% | -11.1% | -10.8 | 1.1% |
| CCc1ccc(S(=O)(=O)Nc2ccc(O)c3ccccc23)cc1 | -16.4% | 10µM* | ? | -15.5% | ? | 1.6% |
| Cc1ccc(OCC(=O)Nc2cc(S(=O)(=O)N3CCCCC3)ccc2C)c([N+](=O)[O-])n1 | 10.9% | 4.0% | 3.5% | 0.2% | 6.2 | -8.4% |
| CCN(CC)c1ccc(-c2c(C#N)c(N)nc(OC)c2C#N)cc1 | ? | 10.8% | 11.8% | 0.9% | -24.9 | ? |
| N#Cc1nc(COc2ccc(Cl)cc2)oc1N1CCCC1 | -16.5% | -9.3%[11.4 µM] | -25.2% | -2.3% | -31.8 | -14.1% |
| O=C(NC1CCCCC1)c1cc2nc3c(c(C(F)(F)F)n2n1)CCCC3 | ? | -2.1% | -2.4% | -7.0% | -6.5 | ? |
| COc1ccc(S(=O)(=O)Nc2cccc3c2O[C@H](CN(C)CC2CC2)[C@@H](C)CN([C@H](C)CO)C3=O)cc1 | ? | . | 16.5% | . | -25.6 | . |
| O=C(Nc1ccccc1Cl)c1ccccc1 | 17.5% | 19.2% | 12.2% | 1.2% | -28.2 | 5.0% |
| Cc1cc(NC(=O)C2C3C=CC(C3)C2C(=O)O)no1 (stereo not given) | 18.5% | 16.7% | -8.9% | 2.6% | 10.1 | -10.3% |
| COc1cc2c3nc4n(c(=O)c3n(CC(=O)N3CCCC3)c2cc1OC)CCS4 | 5.0% | . | -15.7% | . | 3.4 | . |
| COc1ccc(-n2ncc3c(NCCCn4ccnc4)ncnc32)cc1 | -21.2% | -25.7% | -5.2% | -0.7% | -0.2 | 3.5% |
| Cc1cc(O)cc(C)c1Cl | -20.0% | . | -8.3% | ? | -38.4 | . |
| O=C(Nc1ccccn1)C1CCN(S(=O)(=O)c2ccccc2)CC1 | -29.9% | 4.7% | 10.8%[11.6 µM] | . | 9.4 | -14.7% |
| CN(Cc1ccco1)C(=O)c1ccc2c(c1)N(Cc1ccccc1F)C(=O)c1ccccc1S2 | . | ? | . | . | 39.8 | -7.0% |
| Cc1cccc(NC(=O)CSc2nnc(NC(=O)Nc3ccccc3)s2)c1C | . | 1.0% | . | . | 50.2 | 0.0% |
| CN(CC(=O)Nc1cc(C(F)(F)F)ccc1-n1cncn1)Cc1ccccc1N1CCOCC1 | ? | . | 89.9%[activator] | . | -20.9 | . |
| O=C(COC(=O)CNC(=O)c1ccccc1)Nc1ccc(Cl)cn1 | -13.4% | . | 7.3% | . | -60.7* | . |
| CCCCCC(=O)Nc1nnn(CCC)n1 | 7.2% | 1.3% | 0.7% | 6.2% | 16.8 | -7.8% |
| Cc1ccc2[nH]c3c(c2c1)CN(C)CC3 | 8.1% | 0.5% | -6.3% | -7.8% | -8.5 | -13.5% |
| Cc1ccc(OCCSc2cc(C)nc(N)n2)cc1 | -3.0% | -8.8% | -4.7% | 1.1% | -6.4 | -20.9% |

The list continues.
| Structure | HCV inhibitor | Sm TGR inh | AMA1 RON2 block | FBPA Giardia inh | HCMV antiviral | AmpC inh detg |
| --- | --- | --- | --- | --- | --- | --- |
| O=C(Nc1cccc2cccnc12)c1ccc(F)cc1 | . | 14.5% | . | . | 111.4 | 13.4% |
| Fc1ccccc1-n1ncc2c1ncn1nc(Cc3ccccc3)nc21 | . | 0.7% | . | . | 32.1 | -3.7% |
| COc1cc(/C=C/C(=O)O)cc(S(=O)(=O)N2CCCc3ccccc32)c1OC | -5.1% | 66.8%[activator] | -0.6% | -14.4% | 0.0 | 5.8% |
| COc1ccc2c3c(cccc13)N(C)N=C2C | ? | -1.7% | -14.0% | ? | -24.6 | 1.5% |
| CC(C)(C)NC[C@H](O)COc1nsnc1N1CCOCC1 | 20.4%&25.4%&0.8% | 11.3%&-15.6% | 5.5%&-2.5%&-6.4% | 3.4% | 46.4&-10.7&-12.3 | ? |
| COc1ccccc1OCCNC(=O)c1cc(=O)[nH]c2ccccc12 | -2.5% | -5.5% | 10.6% | 0.0% | -26.3 | 2.2% |
| CCC(CC)N1CCN(C(=O)Cc2ccccc2)CC1 | 1.4% | 2.0% | -3.4% | -1.8% | -23.5 | -0.6% |
| CC(C)NC(=O)COC(=O)c1cc(Br)ccc1Cl | -8.5% | 5.4% | -6.6% | -1.4% | -23.0 | -11.6% |
| COc1cccc(C(=O)NC2CC3CCC(C2)N3Cc2ccccc2)c1 (stereo not given) | 7.1% | 5.4% | -4.0% | -11.3% | 58.3 | ? |
| CCn1ccnc1CN1CCCC(C(=O)c2cccc(C(F)(F)F)c2)C1 (stereo not given) | -27.8% | 8.7% | 38.2%[activator] | 6.5% | -35.3 | 4.2% |
| CCOC(=O)N1CCC(NC(=O)c2ccc3c(c2)N(Cc2ccccc2)C(=O)c2ccccc2S3=O)CC1 (stereo not given) | . | 0.1% | . | . | 17.2 | -9.0% |
| CCOC(=O)C1CCN(S(=O)(=O)c2ccc3c(c2)N(C(C)=O)CCO3)CC1 | -21.9% | -6.8% | -5.4% | 8.6% | -12.1 | ? |
| Cc1ccc(F)c(Oc2cc(NN3CCCCC3)c([N+](=O)[O-])cc2[N+](=O)[O-])c1 | -6.5% | 2.4% | ? | 17.2% | -14.9 | ? |
| CSCCC(NS(=O)(=O)c1ccc2c(c1)oc(=O)n2C)C(=O)NC1CCCc2ccccc21 (stereo not given) | 5.4% | -6.6% | 0.8% | 2.3% | 23.2 | -0.1% |
| O=c1[nH]nc(Cc2ccc(Cl)cc2)c2ccccc12 | 3.3% | -18.0% | 5.2% | 5.7% | 61.7 | ? |
| CC(=O)c1cc(CN2CCC(C(=O)Nc3cccc(-c4cscn4)c3)CC2)cs1 | 10µM* | 2.2% | -16.1% | . | -30.7 | 1.3% |
| CC(C)CCNC(=O)C(Cc1ccccc1)NS(=O)(=O)c1ccc2c(c1)c(=O)n(C)c(=O)n2C (stereo not given) | 1.5% | 7.4%&4.3% | 16.7% | 2.9% | -23.8&-19.1 | 22.8% |
